L3MBTL1 inh – qHTS Assay for the Inhibitors of L3MBTL1; Lethal(3)malignant brain tumor-like protein 1 (Homo sapiens), Q9Y468; AlphaScreen L3MBTL1–H3K9me1 peptide binding; Potency, µM (highest dose often 57.1 µM), inactives show at the top dose activity, negative = inhibition, hits mostly inhibitors; hit rate 0.66% among 230,000; active means well fitted inhibition curve with a large enough effect; inconclusive means small, poorly fitted or top-dose-only effect; inactive means no such curve, though single readings can be large or run the other way; further: nearly all actives have a fitted effect of over 60% in size
Target sequence (Q9Y468 whole entry, looked up): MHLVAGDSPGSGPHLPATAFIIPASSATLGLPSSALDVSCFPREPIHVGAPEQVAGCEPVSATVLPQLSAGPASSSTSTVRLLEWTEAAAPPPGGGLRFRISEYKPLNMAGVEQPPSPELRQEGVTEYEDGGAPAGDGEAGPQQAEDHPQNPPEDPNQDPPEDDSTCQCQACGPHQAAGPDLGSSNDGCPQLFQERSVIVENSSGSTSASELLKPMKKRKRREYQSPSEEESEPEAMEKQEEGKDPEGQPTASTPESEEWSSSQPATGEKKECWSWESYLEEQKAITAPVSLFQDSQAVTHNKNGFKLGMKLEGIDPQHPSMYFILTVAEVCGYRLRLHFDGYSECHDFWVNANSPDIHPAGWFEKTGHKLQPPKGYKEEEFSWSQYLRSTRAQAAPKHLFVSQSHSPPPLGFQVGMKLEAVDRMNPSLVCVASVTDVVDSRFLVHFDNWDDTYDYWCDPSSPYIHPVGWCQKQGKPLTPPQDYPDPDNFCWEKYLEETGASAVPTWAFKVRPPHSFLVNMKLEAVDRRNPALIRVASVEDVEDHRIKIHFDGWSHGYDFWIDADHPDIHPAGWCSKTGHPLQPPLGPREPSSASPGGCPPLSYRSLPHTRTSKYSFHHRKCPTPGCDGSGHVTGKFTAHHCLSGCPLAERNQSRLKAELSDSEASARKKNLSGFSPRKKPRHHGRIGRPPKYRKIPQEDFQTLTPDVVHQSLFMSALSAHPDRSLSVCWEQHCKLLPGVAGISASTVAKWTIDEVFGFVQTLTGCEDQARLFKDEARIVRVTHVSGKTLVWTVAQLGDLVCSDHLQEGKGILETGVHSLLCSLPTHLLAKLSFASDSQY
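AlphaScreen assay: L3MBTL1 (50 nM final) was preincubated 30 min at room temperature with biotinylated H3(1-15)K9me1 peptide (75 nM final), then 30 min with library compounds; streptavidin donor and nickel chelate acceptor beads (10 ug/mL final) added, 30 min dark.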
The depositor's hits bear a star; ? = inconclusive; [ ] = another dose, or the depositor's remark. On the % scale 0 is the no-effect control and ±100 the full control effect; potency means the concentration at half of the fitted maximal effect. An excerpt; count on the stated rates, not on these rows.

compound	L3MBTL1 inh
CCN(C[C@H]1N[C@@](CC)(C(=O)OC)[C@H]2C(=O)N(Cc3ccccc3)C(=O)[C@@H]12)S(=O)(=O)c1ccc(OC(F)(F)F)cc1	-0.1%
O=[N+]([O-])c1ccc(CNc2ccc(F)cc2)s1	-9.4%
CCN(CC(=O)NCc1cccs1)C(=O)/C=C/c1ccc(C)cc1	-7.3%
CCOC(=O)N1CCN(C(=O)CSc2nnc3[nH]c(=O)c(C)c(C)n23)CC1	3.9%
Cc1nnc(NC(=O)c2ccc3c(c2)NC(=O)CS3)s1	6.5%
CCc1ccccc1NC(=O)c1cc(S(=O)(=O)N2CCc3ccccc32)cn1C	4.0%
CC(C)c1ccc(Nc2nnc(SCC(=O)NCC3CCCO3)s2)cc1 (stereo unspecified)	11.1%
CC(C)(C)OC(=O)NCCCCCNC(=O)c1[nH]cnc1C(=O)NC1CCN(C(=O)OC(C)(C)C)CC1	-3.6%
Cc1noc(C)c1COc1ccccc1C(=O)N1CCN(c2cccc(C(F)(F)F)c2)CC1	29.5%
C#CCOCCOCCOCCNc1nc(N2CCN(C(=O)[C@H](CCCN=C(N)N)n3cc(C(N)[C@@H](C)CC)nn3)CC2)nc(N2CCN(C(=O)[C@H](CCC(=O)O)n3cc([C@@H](N)CCCCN)nn3)CC2)n1 (stereo partly specified)	-2.4%
CC(C)Cc1cc(C(=O)Nc2ccccc2)c2ccccc2n1	1.3%
COc1ccc2[nH]c3c(c2c1)CCN1C(=O)C(CC(=O)NCc2cccc(C(F)(F)F)c2)C[C@H](C(=O)N2CCCCC2)[C@@]31CCc1ccccc1 (stereo partly specified)	-5.2%
CCCCn1nc(C(=O)NC2CCCCCC2)c2ccccc2c1=O	-0.7%
Cc1ccc(-c2cc3onc(-c4ccccc4)c3c(=O)n2C)cc1	6.7%
COc1ccc(C2CC(=O)C(C=NCCCO)=C(O)C2)cc1 (stereo unspecified)	2.1%
CCCn1nc(C(=O)Nc2ccc(N3CCOCC3)cc2)c2ccccc2c1=O	-0.3%
CC1C(=O)N2CCCc3cc(NC(=O)C(=O)NCc4ccccn4)cc1c32 (stereo unspecified)	4.4%
Fc1ccc2c(-c3cccc(C(F)(F)F)c3)c(-c3ccccc3)ncc2c1	25.1%
CCN1C(=O)[C@H]2[C@@H](c3ccc(C)cc3)N3C(=O)N(c4ccc(C(F)(F)F)cc4)C(=O)[C@@]3(CC(C)C)[C@H]2C1=O	2.0%
CCOc1ccccc1Nc1nnc(SCC(=O)NCC2CCCO2)s1 (stereo unspecified)	8.4%
O=C(NNS(=O)(=O)c1c(F)cc(F)c(Cl)c1F)C12CC3CC(CC(C3)C1)C2	0.5%
O=C(COC(=O)c1cccc(F)c1)NC(=O)NCc1ccccc1	-8.2%
COc1cccc(NC(=O)CN(C)C(=O)c2cc(-c3cccc(Br)c3)nc3ccccc23)c1	-11.5%
CC(=O)c1sc(NC(=O)CN2C(=O)C3CC=CCC3C2=O)nc1-c1ccccc1 (stereo unspecified)	4.4%
Cc1cc(NC(=O)C(C)SCC(=O)Nc2cc(Cl)ccc2N2CCN(C)CC2)no1 (stereo unspecified)	7.6%
O=C(CNC(=O)c1ccccc1F)Nc1ccc2c(c1)CCC2	0.6%
CCN(CC(=O)NCc1cccs1)C(=O)/C=C/c1cccc(Br)c1	7.5%
O=C(CCNC(=O)c1ccc([N+](=O)[O-])cc1)Nc1ccc(S(=O)(=O)N2CCOCC2)cc1	2.3%
CC(C)N1C(=O)C(=O)N(CC(=O)N2c3ccccc3NC(=O)CC2C)C1=O (stereo unspecified)	-3.2%
O=C(COC(=O)C1CCN(c2ccc(C(F)(F)F)cn2)CC1)c1ccccc1Cl	55.2%[activator]
Cc1nc(SCC(=O)NCC2CCCO2)c2cc(-c3ccccc3)sc2n1 (stereo unspecified)	3.2%
COc1cc(NC(=O)COC(=O)CNC(=O)C23CC4CC(CC(C4)C2)C3)cc(OC)c1	22.0%
CC(OC(=O)C1CC1C)C(=O)Nc1ccc(Cl)cn1 (stereo unspecified)	8.4%
O=C(COC(=O)C1CCC1)Nc1cccc(Cl)c1	5.0%
COc1ccc(-c2nc(CC(=O)Nc3cccc(S(=O)(=O)NC4=NCCC4)c3)cs2)cc1	32.4%[activator]
COc1ccc2sc(N(CCCN(C)C)C(=O)c3ccc(S(=O)(=O)N4CCc5ccccc5C4)cc3)nc2c1	-12.6%
Cc1sc2ncnc(N3CCC(C(=O)Nc4sc5c(c4C(N)=O)CCC(C)C5)CC3)c2c1C (stereo unspecified)	4.9%
O=C(CCC(=O)c1ccc(Cl)cc1)OCc1nc2ccsc2c(=O)[nH]1	11.4%
COc1ccc(CNC(=O)C(C)Sc2nc3ccccc3c(=O)n2CC2CCCO2)cc1 (stereo unspecified)	2.3%
CCN(C(=O)CSc1ccc(S(=O)(=O)N2CCOCC2)cn1)c1ccccc1	0.2%
O=C(Cn1cnc([N+](=O)[O-])c1)c1ccc(F)cc1	-10.0%
CCOc1ccccc1OCCC(=O)OCC(=O)Nc1c(C)cc(C)cc1C	1.6%
O=C(COC(=O)c1ccc(F)cc1Cl)NCc1ccco1	?
COc1cc(C(=O)NC(=S)N2CCN(C)CC2)cc(OC)c1OC	-0.5%
O=C(NCc1cc(C(F)(F)F)ccc1Cl)c1cccc2c1C(=O)c1ccc(N3CCCCC3)cc1S2(=O)=O	1.6%

A different layout for 2 compounds above.
compound: O=C(COC(=O)C1CCC1)Nc1cccc(Cl)c1
  L3MBTL1 inh = 5.0%
compound: COc1ccc(-c2nc(CC(=O)Nc3cccc(S(=O)(=O)NC4=NCCC4)c3)cs2)cc1
  L3MBTL1 inh = 32.4%[activator]

(next part)
compound	L3MBTL1 inh
CCCCC1CCC(C(=O)N(CC(C)C)c2c(N)n(CCCC)c(=O)[nH]c2=O)CC1 (stereo unspecified)	5.3%
O=C(NCCCN1CCCC1=O)C1CCN(S(=O)(=O)c2c(Cl)cccc2Cl)CC1	-4.1%
CC(C)CN(C(=O)CSc1ncnc2ccccc12)C1CCS(=O)(=O)C1 (stereo unspecified)	1.4%
Cc1ccc(S(=O)(=O)Nc2ccc(C(=O)N3CCN(c4ccccc4O)CC3)cc2)cc1[N+](=O)[O-]	-14.5%
COc1ccc2nc(-c3ccccc3)nc(C3CCCCC3)c2c1	9.5%
OCCC1CN(CC#Cc2ccccc2)CCN1Cc1ccccc1F (stereo unspecified)	2.3%
CCC(=O)c1ccc(OCC(=O)Nc2ccccc2C(=O)NC2CC2)cc1	7.9%
O=C(CN1C(=O)NC2(CCCc3ccccc32)C1=O)NC1CCCCC1 (stereo unspecified)	6.6%
CC(=O)Nc1ccc(NC(=O)CSc2nnc(-c3cccs3)n2N)cc1	5.0%
COc1ccc(-c2ccc3c(c2)O/C(=C\c2ccsc2)C3=O)cn1	-3.0%
O=C(Nc1cc(S(=O)(=O)N2CCOCC2)ccc1Cl)C1CCC1	0.3%
O=C(N1CCN(S(=O)(=O)c2ccc(Cl)cc2)CC1)n1ccnc1	-7.3%
O=C(CCNC(=O)c1ccc([N+](=O)[O-])cc1)Nc1ccccc1N1CCCCC1	-4.1%
O=C(COc1ccc(-c2nnco2)cc1)Nc1cc([N+](=O)[O-])ccc1F	3.5%
C=CCn1c(N2CCCC2)nc2c1c(=O)n(C)c(=O)n2C	27.8%
COc1cc(OC)cc(-c2c(-c3ccc(F)cc3)c3cc(-c4ccc5c(c4)OCCO5)ccc3n2C)c1	2.1%
CC(=O)N1N=C(c2ccccc2)CC1c1ccccc1 (stereo unspecified)	1.6%
CC1CN(C(=O)COC(=O)c2cccc(S(=O)(=O)N3CCc4ccccc43)c2)CC(C)O1 (stereo unspecified)	-7.3%
O=C(OCCc1cc2ccccc2c(=O)o1)c1cccs1	28.9%
COc1ccc(CNC(=O)CSC(=S)N2CCCC2)cc1	6.2%
CN(CC(=O)Oc1ccc(-c2nnco2)cc1)S(=O)(=O)c1ccc(F)cc1	5.3%
Cc1cc(C)n2nc(C(=O)NCC(=O)Nc3ccc(F)c(F)c3)nc2n1	0.0%
CC1CCCCN1C(=O)COC(=O)CNC(=O)c1ccc(Cl)cc1Cl (stereo unspecified)	-0.9%
COc1ccc(NC(=O)CSc2nnc(Cc3ccccc3)c(=O)n2N)cc1	4.3%
CN(CC(=O)Nc1ccc(Cl)c(C(F)(F)F)c1)C(=O)Cc1ccsc1	18.8%
Cc1cc(C)c(C#N)c(SCC(=O)Nc2cc(C)on2)n1	7.1%
Cc1noc(C)c1NC(=O)Nc1cccc2c1O[C@H](CN(C)C(=O)Nc1ccccc1)[C@@H](C)CN([C@H](C)CO)C2=O	-0.4%
Cc1ccc(N2CC(C(=O)Nc3ccc(S(=O)(=O)N4CCOCC4)cc3)CC2=O)cc1Cl (stereo unspecified)	3.5%
CC(Sc1ncn[nH]1)C(=O)Nc1ccc(Cl)cn1 (stereo unspecified)	-3.4%
CSc1ccccc1NC(=O)CN(C)C(=O)C1CC(=O)N(C(C)c2ccccc2)C1 (stereo unspecified)	1.5%

Copied from the list:
CC1CCCCN1C(=O)COC(=O)CNC(=O)c1ccc(Cl)cc1Cl (stereo unspecified) in L3MBTL1 inh is entered as -0.9%
COc1ccc(CNC(=O)CSC(=S)N2CCCC2)cc1 in L3MBTL1 inh is entered as 6.2%
COc1ccc(NC(=O)CSc2nnc(Cc3ccccc3)c(=O)n2N)cc1 in L3MBTL1 inh is entered as 4.3%
Cc1cc(C)c(C#N)c(SCC(=O)Nc2cc(C)on2)n1 in L3MBTL1 inh is entered as 7.1%
CSc1ccccc1NC(=O)CN(C)C(=O)C1CC(=O)N(C(C)c2ccccc2)C1 (stereo unspecified) in L3MBTL1 inh is entered as 1.5%
Cc1cc(C)n2nc(C(=O)NCC(=O)Nc3ccc(F)c(F)c3)nc2n1 in L3MBTL1 inh is entered as 0.0%
CN(CC(=O)Oc1ccc(-c2nnco2)cc1)S(=O)(=O)c1ccc(F)cc1 in L3MBTL1 inh is entered as 5.3%

Continued:
compound	L3MBTL1 inh
Cc1nn(C)c(C)c1NS(=O)(=O)c1ccc(Cl)s1	4.3%
CC(OC(=O)Cc1c[nH]c2ccccc12)C(=O)NC1CCCCC1C (stereo unspecified)	?
O=C(CCc1ccccc1)NCCS(=O)(=O)N1CCN(c2ccccc2)CC1	-2.7%
O=C(CN1C(=O)NC2(CCc3ccccc32)C1=O)Nc1c(Cl)cccc1Cl (stereo unspecified)	3.6%
CC1CCCC(NC(=O)CSc2n[nH]c(N)n2)C1C (stereo unspecified)	-0.4%
CCCCC1CCC(C(=O)N(C)CC(=O)Nc2cccc(OC)c2)CC1 (stereo unspecified)	1.6%
Cn1c(C(=O)OCC(=O)NCc2ccc(F)cc2)cc2occc21	-13.1%
CCOc1ccc(NC(=O)CSc2nc(=O)n(CCCN3CCOCC3)c3c2CCC3)cc1	4.4%
Nc1nnc(SCC(=O)Nc2cccc(S(=O)(=O)N3CCCCC3)c2)s1	-3.7%
CC(NC(=O)COc1ccccc1)C(=O)N1CCN(c2ccccc2)CC1 (stereo unspecified)	2.5%
O=C(COc1coc(CN2CCN(c3ccccc3)CC2)cc1=O)N1CCc2ccccc21	-1.4%
Cc1ccc(C)c(OCCC(=O)OCC(=O)Nc2cccc(S(=O)(=O)N3CCCC3)c2)c1	-8.2%
Cc1ccc(NC(=O)CN(C)C(=O)CSc2nc(C)cc(C)n2)cc1	7.2%
C[C@@H]1CC[C@@]23COC(=O)C2=CCC[C@@H]3[C@@]1(C)CC/C(=C/CO)CO	-18.1%
COc1ccc(CC(=O)N/N=C(\C)c2cccs2)cc1	-3.2%
CCOc1ccc(C(=O)CCC(=O)NCC(=O)Nc2c(C)cccc2C)cc1	2.2%
COc1ccccc1NC(=O)Nc1nc(CC(=O)N2CCN(c3ccccc3)CC2)cs1	-14.3%
C#CCOCCOCCOCCNc1nc(N2CCN(C(=O)CCCCCCCCCCNC(=O)Cn3cc(CCCCCN)nn3)CC2)nc(N2CCN(C(=O)CCCCCCCCCCNC(=O)Cn3cc(CCCCCN)nn3)CC2)n1	16.4%
O=C(COC(=O)/C=C/c1ccccc1[N+](=O)[O-])Nc1ccc2[nH]c(=O)[nH]c2c1	-8.3%
Cc1ccc(S(=O)(=O)N(CC(=O)Nc2cccc(C(F)(F)F)c2)C(=O)N2CCN(C)CC2)cc1	50.6%[activator]
CS(=O)(=O)c1ccccc1C(=O)Nc1ccc(S(=O)(=O)N2CCCC2)cc1	0.8%
COc1ccccc1NC(=O)c1cccc(S(=O)(=O)N2CCN(Cc3ccccc3)CC2)c1	-4.8%
CCCCn1c(N)c(N(CCOC)C(=O)c2cc(S(=O)(=O)N3CCOCC3)ccc2F)c(=O)[nH]c1=O	-1.6%
CCOc1cc(N2CCOCC2)c(OCC)cc1NC(=O)COC(=O)/C=C/c1ccc(OC(F)F)cc1	-17.7%
COc1ccc(-c2noc(COC(=O)c3ccco3)n2)cc1OC	1.6%
CC(=O)Nc1ccc(NC(=O)COC(=O)Cn2cnc3ccccc32)cc1	0.8%
COc1ccc2cc(CCOC3CCCCO3)ncc2c1 (stereo unspecified)	-7.3%
Cc1ccc(S(=O)(=O)Nc2cc(Cl)ccc2-n2cncn2)cc1	-1.1%
O=C(COC(=O)C1CCCCC1)NCc1ccc(Cl)cc1	12.7%
COC(=O)[C@@]1(Cc2ccccc2)[C@H]2C(=O)N(Cc3ccccc3)C(=O)[C@H]2[C@H]2CN=C(SCc3ccc(C#N)cc3)N21	-3.4%
